Source: PubChem BioAssay
MsrA inhibitor: inhibitors of bovine MsrA | purified bovine MsrA, absorbance read-out | inhibition, % at 15.5 µM | actives 0.75% (n = 360,000) | AID 651718; in the data active = inhibition above about 4.5%;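 also: 0% = vehicle wells with enzyme and 100% = reference inhibitor wells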
Tb MetRS inh: Trypanosoma brucei MetRS inhibition. purified T. brucei MetRS, ATP depletion, Kinase-Glo luminescence. inhibition, % at 11.9 µM. actives 0.4% (n = 360,000). AID 624268;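 active = inhibition above a per-plate cutoff of the control wells' mean inhibition plus 3 SD, cut at about 5.5% in these data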;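 also: 0% = DMSO wells median and 100% = median of wells with control inhibitor compound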
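Test system: purified T. brucei MetRS enzyme. Also added: ATP, methionine and E. coli bulk tRNA substrates. Compound: 11.9 µM single point. Schedule: 15 min enzyme-compound preincubation, 2 h reaction, 10 min detection, 25 °C. Signal: luciferase luminescence of residual ATP, Kinase-Glo. Evaluation: percent inhibition versus plate control medians. Controls: DMSO wells, low control.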
SUMO1-SIM PPI: SUMO1-SIM interaction modulation | P63165 | SUMO1 binding to a labelled peptide, TR-FRET, 1 h | inhibition, % at 20 µM | actives 0.33% (n = 360,000); in the data active = inhibition above about 37%
Target sequence (P63165 whole entry, looked up): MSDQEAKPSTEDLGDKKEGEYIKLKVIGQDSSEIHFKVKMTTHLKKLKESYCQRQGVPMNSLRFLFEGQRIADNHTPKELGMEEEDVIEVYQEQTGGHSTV
NRP1-CendR mod: modulators of CendR peptide binding to human neuropilin-1; FAM-RPARPAR peptide binding to NRP-1, fluorescence polarization; inhibition, % at 25 µM; actives 0.85% (n = 360,000); AID 602438;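 active = inhibition or corrected inhibition above about 18%, plus a signal ratio from 0.5 to 1.5, limit read from the data, passing the limit was not always enough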; also: strong numbers were not always called active
DNMT1 block: blocks human DNA methyltransferase DNMT1; DNMT1 molecular beacon, Hinp1I cleavage, fluorescence; inhibition (reported as % activation of signal), % at 10 µM; actives 0.83% (n = 360,000); AID 588458; in the data active = inhibition above about 50%
E coli Lon inh: inhibits E. coli Lon protease; inhibition, % at 7.94 µM; actives 0.42% (n = 360,000); P0A9M0; purified E. coli Lon protease, fluorescence polarization; in the data active = inhibition above about 13%, passing the limit was not always enough;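 also: 0% = enzyme with probe and DMSO and 100% = no enzyme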
Target sequence (P0A9M0 whole entry, looked up): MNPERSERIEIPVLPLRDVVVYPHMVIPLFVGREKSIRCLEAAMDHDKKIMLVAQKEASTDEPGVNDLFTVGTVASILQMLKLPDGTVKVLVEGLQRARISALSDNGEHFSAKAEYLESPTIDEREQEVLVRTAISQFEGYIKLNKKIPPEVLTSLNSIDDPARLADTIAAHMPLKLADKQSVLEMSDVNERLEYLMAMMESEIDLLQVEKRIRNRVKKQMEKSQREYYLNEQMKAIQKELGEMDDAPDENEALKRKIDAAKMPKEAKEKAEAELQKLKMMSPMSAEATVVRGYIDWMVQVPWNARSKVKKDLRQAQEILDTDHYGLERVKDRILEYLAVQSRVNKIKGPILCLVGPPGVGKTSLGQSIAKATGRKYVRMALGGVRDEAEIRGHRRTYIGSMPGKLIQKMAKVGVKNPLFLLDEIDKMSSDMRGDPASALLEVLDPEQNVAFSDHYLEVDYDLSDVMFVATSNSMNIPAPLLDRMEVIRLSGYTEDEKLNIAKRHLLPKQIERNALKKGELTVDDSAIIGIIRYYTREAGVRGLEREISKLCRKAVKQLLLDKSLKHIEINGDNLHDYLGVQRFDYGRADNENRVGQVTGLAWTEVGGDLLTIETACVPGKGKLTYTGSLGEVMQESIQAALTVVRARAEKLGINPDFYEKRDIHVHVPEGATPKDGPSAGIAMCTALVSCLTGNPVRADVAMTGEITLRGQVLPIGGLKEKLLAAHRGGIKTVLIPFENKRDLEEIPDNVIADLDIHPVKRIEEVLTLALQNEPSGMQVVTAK
LMPTP block: blocks human LMPTP phosphatase. P24666. recombinant LMPTP-A, OMFP fluorogenic substrate, fluorescence intensity. inhibition, % at 20 µM. actives 0.22% (n = 360,000). AID 651560;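 active = compounds that cut the enzyme signal by at least half of the control window in the single-dose screen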;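 also: plate controls were DMSO wells with enzyme plus substrate for no effect and substrate without enzyme for full effect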
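Assay system: LMPTP-A phosphatase enzyme | Input: 0.625 nM enzyme | Also added: Fluorogenic phosphatase substrate OMFP at 400 µM final | Compound dosing: One test concentration per compound, 20 µM, with 3% DMSO overall | Schedule: 50 min enzyme reaction at room temperature, protected from light | Signal: Fluorescence intensity | Benchmarks: no-enzyme and uninhibited controls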
STEP block: inhibitors of human striatal-enriched phosphatase STEP. recombinant STEP, OMFP fluorogenic substrate, fluorescence. inhibition, % at 20 µM. actives 0.25% (n = 360,000). AID 588621;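 active = inhibition at 20 µM, scaled per plate between control wells, above about 37%, limit read from the data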;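 also: 0% = DMSO with enzyme and substrate and 100% = substrate only without enzyme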
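System: isolated STEP enzyme; schedule: 20 min enzyme reaction at room temperature, protected from light; medium: Bis-Tris buffer pH 6.0, 2.5 mM DTT, 0.005% Tween 20; signal: fluorescence, 480/540 nm; dosing: single compound dose of 20 µM, 1% DMSO final; also added: OMFP substrate, 25 µM final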
Scp1 inh: inhibitors of human Scp-1 phosphatase; Q9GZU7; Recombinant Scp1, phosphopeptide, malachite green phosphate absorbance; inhibition, % at 20 µM; actives 0.88% (n = 340,000); AID 493091;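 active = inhibition above about 50% at 20 µM, limit read from the data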;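 also: plate controls were DMSO wells with enzyme for no effect and wells lacking enzyme for full effect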
Target sequence (Q9GZU7 76-261 limits assumed): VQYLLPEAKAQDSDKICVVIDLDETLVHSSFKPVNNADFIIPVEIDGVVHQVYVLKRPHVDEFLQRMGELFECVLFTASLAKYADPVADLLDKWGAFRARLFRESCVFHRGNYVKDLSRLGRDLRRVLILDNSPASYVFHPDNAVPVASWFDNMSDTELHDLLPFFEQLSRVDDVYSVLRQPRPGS
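Times: enzyme reaction 45 min at room temperature, colour 5 min, stabilisation 30 min. Material: SCP-1 catalytic fragment, aa 76-261. Medium: Acidic Tris acetate buffer with magnesium and detergent. Signal: colorimetric free-phosphate detection, absorbance 630 nm. Read-out basis: % inhibition of SCP-1 phosphate liberation. Reagent: Phosphorylated 17-residue peptide substrate.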
MsrA act: activates bovine MsrA enzyme; activation, % at 10.6 µM; actives 0.3% (n = 360,000); purified bovine MsrA, absorbance read-out; AID 602163; in the data active = activation above about 7.5%;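 also: 0% = vehicle and 100% = reference activator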
* marks the source's active call; other numbers are inactive results; . = not tested or not shown.

SMILES | MsrA inhibitor | Tb MetRS inh | SUMO1-SIM PPI | NRP1-CendR mod | DNMT1 block | E coli Lon inh | LMPTP block | STEP block | Scp1 inh | MsrA act
CCN(C(=O)CSc1nnc(-c2cccs2)o1)C1CCS(=O)(=O)C1 (stereo not drawn) | 1.5 | -0.2 | -5 | 0 | -1 | 6 | 0.5 | -5 | -2 | -4
O=C(Nc1cc(C(=O)N2CCOCC2)cc(C(=O)N2CCOCC2)c1)c1cc(F)c(F)cc1Cl | -1.1 | -0.7 | -6 | 6 | -1 | 0 | -0.4 | -2 | -4 | -1
CCCC(C)C(=O)Nc1nc(C)c(-c2csc(Nc3cc(Cl)ccc3C)n2)s1 (stereo not drawn) | 1.4 | -0.2 | 78* | -10 | -28 | -13 | -0.8 | -2 | 8 | -3
O=C(NCc1ccccc1)N1CCN(c2ccc(Cl)c(Cl)c2)CC1 | 0.2 | -1.1 | -2 | -5 | 4 | -1 | 0.4 | -3 | 1 | -8
Clc1cnc(N/N=C/c2ccco2)c(Cl)c1 | 3.5 | 0.4 | -7 | 4 | 4 | -4 | -1.1 | -2 | -4 | -1
COc1ccc(-c2cc(=O)[nH][nH]2)cc1OC | 1.6 | -1.0 | -2 | 4 | -15 | -9 | -2.2 | -2 | -13 | 0
CC(=O)N/C(=N/c1nc(C)cc(C)n1)Nc1cc(C)cc(C)c1 | -0.4 | 0.3 | 0 | 12 | 0 | 1 | 0.6 | 2 | -7 | -4
Cc1nc([N+](=O)[O-])cn1CC(=O)Nc1ccc([N+](=O)[O-])cc1 | 1.7 | -0.6 | -15 | 17 | 6 | -10 | -1.0 | 0 | -3 | 0
CCOC(=O)c1c(NC(=O)CSc2nnc(CNc3ccc(OC)cc3)n2C)sc(C)c1C | 1.6 | -0.4 | 1 | 4 | -6 | 1 | 0.5 | 1 | -1 | 0
COc1cccc(CNC(=O)c2ccc(CS(=O)Cc3ccc(C)cc3)o2)c1 (stereo not drawn) | -0.7 | -0.4 | 0 | 0 | 0 | -5 | 0.0 | 1 | -2 | -1
COc1ccc(OC)c(C2C3=C(N=c4s/c(=C\c5cccc(O)c5)c(=O)n42)c2ccccc2CC3)c1 (stereo not drawn) | 5.1* | -1.1 | -8 | -33 | -31 | -31 | 2.4 | -1 | -6 | -11
COc1ccc(NC(=O)CCCn2c(=O)c3sccc3n(Cc3ccc(C)cc3C)c2=O)cc1 | -0.1 | 0.2 | 2 | -6 | -9 | -10 | 1.1 | 1 | -4 | -1
CCOc1cc(CN2CCN(c3cccc(C(F)(F)F)c3)CC2)ccc1O | -1.1 | 0.3 | 2 | -10 | 1 | 0 | -1.1 | 1 | -5 | -1
Cc1cccc(-n2nc3c(c2NC(=O)c2cc4ccccc4o2)CS(=O)(=O)C3)c1 | -0.2 | 0.5 | 0 | 12 | 0 | -13 | 1.2 | -2 | -2 | -1
Cc1ccc(N2CC(C(=O)Nc3ccc(S(=O)(=O)NCC4CCCO4)cc3)CC2=O)cc1 (stereo not drawn) | -0.8 | -0.3 | 0 | 4 | -3 | -12 | -0.3 | 2 | -2 | 0
CC1CN(CC(=O)Nc2ccccc2Sc2ccccc2)CC(C)O1 (stereo not drawn) | 0.2 | 0.1 | 1 | 4 | 5 | 4 | 0.5 | -5 | 2 | -2
COc1ccc2cc(C#N)c(N3CCN(Cc4nnnn4CCC(C)C)CC3)nc2c1 | 1.1 | -0.7 | -4 | -1 | -8 | 2 | 2.9 | 1 | -5 | -9
Cc1ccc(NC(=O)c2ccc(OC(=O)COc3ccc(Cl)c(C)c3)cc2)cc1 | 0.0 | 0.0 | 3 | -11 | 2 | 3 | 1.1 | 2 | -7 | -3
Cc1ccc(S(=O)(=O)Nc2ccccc2N=Cc2ccc([N+](=O)[O-])cc2[N+](=O)[O-])cc1 | 1.1 | -0.3 | -18 | -2 | -14 | 6 | 1.0 | -2 | 5 | 5
COc1ccc(C(=O)NCc2nnc(SCC(=O)NC3CCCCC3)n2C)cc1 | -1.0 | 0.5 | 4 | 5 | 0 | 2 | -2.6 | 0 | 27 | -3
CC1(C)C(=O)Nc2ccccc2N1C(=O)COc1cc(Cl)ccc1Cl | 1.0 | -0.3 | 2 | 9 | -6 | 11 | -0.4 | -2 | -10 | -4
CC(C)OC(=O)CSc1nc2ccccc2s1 | -0.6 | -0.5 | -1 | 13 | 5 | -2 | 0.0 | -10 | -7 | -5
COc1cccc(C2=NOC(C(=O)Nc3cc(C)on3)C2)c1OC (stereo not drawn) | 2.0 | -0.1 | 3 | -16 | -2 | -13 | -1.1 | -4 | -5 | -5
COc1cc(OC)c(C2=NOC(C(=O)NCc3ccc4c(c3)OCO4)C2)cc1Cl (stereo not drawn) | 0.8 | -0.5 | -3 | -1 | 1 | -11 | 0.9 | -1 | -8 | -5

Next section, overlapping the part above by 5 compounds.
SMILES | MsrA inhibitor | Tb MetRS inh | SUMO1-SIM PPI | NRP1-CendR mod | DNMT1 block | E coli Lon inh | LMPTP block | STEP block | Scp1 inh | MsrA act
COc1ccc(C(=O)NCc2nnc(SCC(=O)NC3CCCCC3)n2C)cc1 | -1.0 | 0.5 | 4 | 5 | 0 | 2 | -2.6 | 0 | 27 | -3
CC1(C)C(=O)Nc2ccccc2N1C(=O)COc1cc(Cl)ccc1Cl | 1.0 | -0.3 | 2 | 9 | -6 | 11 | -0.4 | -2 | -10 | -4
CC(C)OC(=O)CSc1nc2ccccc2s1 | -0.6 | -0.5 | -1 | 13 | 5 | -2 | 0.0 | -10 | -7 | -5
COc1cccc(C2=NOC(C(=O)Nc3cc(C)on3)C2)c1OC (stereo not drawn) | 2.0 | -0.1 | 3 | -16 | -2 | -13 | -1.1 | -4 | -5 | -5
COc1cc(OC)c(C2=NOC(C(=O)NCc3ccc4c(c3)OCO4)C2)cc1Cl (stereo not drawn) | 0.8 | -0.5 | -3 | -1 | 1 | -11 | 0.9 | -1 | -8 | -5
CC1(C(=O)NS(=O)(=O)c2cccc(OC(F)F)c2)CCN1C(=O)Cc1ccsc1 (stereo not drawn) | -1.0 | -0.3 | -1 | 2 | 1 | 8 | -1.5 | 2 | . | -6
CCOC(=O)Cn1nc(C)c(NC(=O)COc2ccc([N+](=O)[O-])c(C)c2)c1C | 1.1 | -1.3 | 0 | -2 | 7 | 3 | -1.4 | -1 | 12 | -13
COc1ccc(CCC(=O)NCCc2ccc(OC)c(OC)c2)cc1 | -1.4 | -0.9 | -3 | 0 | 5 | -13 | -0.2 | -2 | -12 | 3
Cc1ccccc1C(=O)N1CCC(C(=O)NCc2ccc(Cl)cc2)CC1 | -1.1 | -0.6 | 1 | -2 | 1 | -1 | -0.1 | -2 | -2 | -6
CCN1C(=S)N[C@@H](CCc2ccccc2)[C@H](C(=O)OC)[C@H]1C | 0.6 | -0.4 | 3 | 10 | 5 | -3 | 0.6 | 0 | 1 | -1
COCCNC(=O)C1CC(c2cccc(OC)c2)=NO1 (stereo not drawn) | . | -0.7 | -1 | -7 | 2 | -10 | -2.1 | -1 | -8 | -3
CCOC(=O)c1ccc(NC(=O)COc2coc(CN3CCc4ccccc43)cc2=O)cc1 | -0.5 | -0.1 | 6 | 11 | 27 | -14 | 7.3 | 3 | 13 | -2
Cc1ccc2oc(-c3ccccc3)nc2c1 | 0.7 | -0.1 | -1 | 8 | -2 | -5 | 0.8 | -1 | 1 | -1
CCN1CCN(CCCNC(=O)c2cc3c(s2)-c2ccccc2OC3)CC1 | 3.1 | -0.2 | -18 | -5 | -1 | 0 | 1.7 | -2 | 1 | -3
CCCOc1ccccc1C1CC(=O)Nc2cc3c(cc21)OCO3 (stereo not drawn) | -0.5 | -1.6 | 1 | 2 | -6 | -5 | -1.9 | 0 | 10 | -10
O=C(NC(=S)NC1C2CC3CC(C2)CC1C3)c1ccccc1 (stereo not drawn) | -0.7 | -0.5 | -2 | 2 | 0 | 4 | 2.8 | 1 | -9 | -3
CCOc1ccc2[nH]c3c(NCCN(C)C)ncnc3c2c1 | 0.8 | 0.4 | 0 | 3 | -1 | -8 | 1.5 | 4 | . | -3
O=C(NCC1OCCc2ccccc21)c1ccc(NC(=O)c2ccccc2Cl)cc1 (stereo not drawn) | 0.5 | -0.6 | 2 | -10 | -3 | 5 | 1.3 | -4 | -6 | -5
O=C(N[C@@H](Cc1c[nH]c2ccccc12)C(=O)O)C1CCN(S(=O)(=O)c2ccc(Cl)cc2)CC1 | -0.2 | 0.0 | 7 | -2 | 0 | -3 | -0.6 | 3 | -4 | -3
COc1ccc(NC(=O)C(CC(C)C)NC(=O)C2CCC(C)CC2)c(OC)c1 (stereo not drawn) | -0.1 | -0.3 | -4 | 1 | -4 | -10 | -1.1 | 0 | 2 | -1
CCN(CC)S(=O)(=O)c1ccc(N2CCOCC2)c(NC(=O)c2cccc3ccccc23)c1 | 0.8 | -1.2 | -2 | -3 | -4 | -7 | -0.9 | 0 | -12 | -4
O=C(Nc1ccc(N2CCOCC2)cc1N1CCOCC1)c1cccc([N+](=O)[O-])c1 | 1.6 | -0.2 | -27 | 6 | 2 | 2 | 0.2 | -1 | -9 | -3
C#CCNc1c2c(nc3ncnn13)CC(C)CC2 (stereo not drawn) | -0.2 | 0.6 | 2 | -14 | 1 | -14 | 0.9 | -2 | -2 | -3
CCN(C(=O)CN1C(=O)NC2(CCC(C)CC2)C1=O)C1CCCCC1 (stereo not drawn) | 1.1 | 0.4 | -1 | -4 | 0 | -1 | 0.0 | 2 | . | 0
O=C(c1ccc(F)cc1)N1CCC2(CC1)NCCc1[nH]cnc12 | -0.6 | -0.6 | -2 | 9 | 1 | 0 | 0.2 | 0 | 1 | -1
Cc1c(C(=O)NCCS(=O)(=O)N2CCN(c3ccccc3F)CC2)cccc1[N+](=O)[O-] | 1.1 | -0.5 | 0 | -1 | 0 | 0 | -0.1 | 0 | -3 | -6
O=C(COc1cc(Cl)ccc1Cl)N1CCNC1=O | -0.3 | -0.2 | 4 | -2 | 4 | 3 | -0.5 | 2 | -1 | -2
C[C@H]1CCC/C=C/[C@@H]2C[C@H](O)C[C@H]2[C@H](O)[C@H](S(=O)c2ccc(O)cc2)CC(=O)O1 (stereo partly drawn) | 0.3 | 0.2 | 8 | 10 | -3 | 0 | -1.4 | -1 | -5 | -1
COc1ccccc1C1C(C#N)=C(N)N(N(C)C)C2=C1C(=O)CC(C)(C)C2 (stereo not drawn) | 1.9 | -1.2 | 2 | -4 | -1 | -1 | -2.4 | -2 | 4 | -4
O=C(CNc1ccccc1)Nc1ccc(F)cc1 | -0.2 | -0.6 | 0 | -8 | -18 | -11 | 0.6 | -3 | -6 | -2
CN(C)/N=C/c1ccc(/C=N/NC(N)=S)o1 | 1.9 | 0.1 | 0 | -5 | -2 | -7 | -1.0 | -1 | -4 | -3
